Assay outcomes as filed in PubChem BioAssay.
TbMetRS inhib = T. brucei MetRS inhibitors, primary screen, biochemical, luminescence | purified T. brucei MetRS, ATP depletion, Kinase-Glo luminescence | inhibition, % at 11.9 µM | 360,000 compounds, 0.4% hits | AID 624268, 2012;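 active = inhibition above a per-plate cutoff of the control wells' mean inhibition plus 3 SD, cut at about 5.5% in these data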;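 also: 0% = DMSO wells median and 100% = median of wells with control inhibitor compound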
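Test system: purified T. brucei MetRS enzyme. Also added: ATP, methionine and E. coli bulk tRNA substrates. Compound: 11.9 µM single point. Schedule: 15 min enzyme-compound preincubation, 2 h reaction, 10 min detection, 25 °C. Signal: luciferase luminescence of residual ATP, Kinase-Glo. Evaluation: percent inhibition versus plate control medians. Controls: DMSO wells, low control.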
NadD inh = inhibitors of S. aureus NadD, primary screen, biochemical, colorimetric, uHTS; inhibition, % at 20 µM; purified NadD enzyme, colorimetric absorbance read-out; 360,000 compounds, 0.78% hits; Nicotinate-nucleotide adenylyltransferase NadD (Staphylococcus aureus N315); in the data active = inhibition above about 26%; also: some compounds past the cut are filed as inactive
Rpn11 block = Rpn11 (PSMD14) deubiquitinase inhibitors, primary screen, biochemical, fluorescence polarization, uHTS; 26S proteasome non-ATPase regulatory subunit 14 (Homo sapiens), O00487; human 26S proteasome, Ub4-pepOG fluorescence polarization; 20S core pre-blocked with epoxomicin; calls only at 20 µM; 360,000 compounds, 0.59% hits;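 active = inhibition at 20 µM, scaled to each plate's controls, above about 33%, limit read from the data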
Target sequence (O00487 whole entry, looked up): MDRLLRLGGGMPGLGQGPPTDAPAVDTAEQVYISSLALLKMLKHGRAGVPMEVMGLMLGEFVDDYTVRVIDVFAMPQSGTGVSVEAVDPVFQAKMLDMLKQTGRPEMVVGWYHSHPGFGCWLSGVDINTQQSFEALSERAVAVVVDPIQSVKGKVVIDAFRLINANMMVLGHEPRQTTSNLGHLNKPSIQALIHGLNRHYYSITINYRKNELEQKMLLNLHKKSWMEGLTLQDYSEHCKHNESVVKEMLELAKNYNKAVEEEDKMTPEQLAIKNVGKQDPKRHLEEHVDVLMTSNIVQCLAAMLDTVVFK
SUMO1-SIM PPI = modulators of SUMO1 protein-protein interactions, primary screen, biochemical, uHTS. 360,000 compounds, 0.33% hits. SUMO1 binding to a labelled peptide, TR-FRET, 1 h. inhibition, % at 20 µM; in the data active = inhibition above about 37%
Target sequence (P63165 whole entry, looked up): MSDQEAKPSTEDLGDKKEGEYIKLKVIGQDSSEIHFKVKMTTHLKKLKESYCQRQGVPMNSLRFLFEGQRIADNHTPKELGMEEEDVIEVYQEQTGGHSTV
DNMT1 block = human DNMT1 methyltransferase inhibitors, primary screen, biochemical, molecular beacon, fluorescence, HinP1I cleavage, uHTS; DNA (cytosine-5)-methyltransferase 1 (Homo sapiens), P26358; inhibition (reported as % activation of signal), % at 10 µM; 360,000 compounds, 0.83% hits; AID 588458, 2011; in the data active = inhibition above about 50%
MsrA inh = bovine MsrA enzyme inhibitors, primary screen, biochemical, absorbance, HTS | Methionine sulfoxide reductase A (Bos taurus) | purified bovine MsrA, absorbance read-out | inhibition, % at 15.5 µM | 360,000 compounds, 0.75% hits | AID 651718, 2012; in the data active = inhibition above about 4.5%;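 also: 0% = vehicle wells with enzyme and 100% = reference inhibitor wells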
Scp1 inh = Scp-1 phosphatase inhibitors, primary screen, biochemical, colorimetric, uHTS; Recombinant Scp1, phosphopeptide, malachite green phosphate absorbance; Carboxy-terminal domain RNA polymerase II polypeptide A small phosphatase 1 (Homo …; inhibition, % at 20 µM; 340,000 compounds, 0.88% hits;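 active = inhibition above about 50% at 20 µM, limit read from the data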;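 also: plate controls were DMSO wells with enzyme for no effect and wells lacking enzyme for full effect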
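Test system: SCP-1 phosphatase catalytic domain, residues 76-261; measured by: colorimetric phosphate reagent with accelerator and stabiliser, absorbance at 630 nm; timing: enzyme reaction 45 min at room temperature, colour 5 min, stabilisation 30 min; also added: Phosphorylated 17-residue peptide substrate; compound dosing: one concentration, 20 µM, with 1.0% DMSO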
CSN deneddyl inh = inhibitors of CSN-mediated cullin deneddylation, primary screen, biochemical, fluorescence polarization, uHTS; COP9 signalosome complex subunit 5 (Homo sapiens), Q92905; Purified CSN, SCF-Nedd8-OG deneddylation; inhibition, % at 12.5 µM; 360,000 compounds, 0.38% hits;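 active = pattern-corrected inhibition above about 35%, with an unprinted fluorescence ratio check between 0.5 and 1.5, limit read from the data, passing the limit was not always enough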;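 also: 0% = enzyme with substrate and 100% = substrate without enzyme; some results filed as inactive read as strong as hits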
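Assay system: Purified human Csn5 enzyme expressed in HEK293T cells | Amount: Enzyme 0.24 nM | Measured by: Fluorescence polarization readout | Medium: Tris/NaCl/DTT buffer, pH 7.5 | Compound dosing: One concentration, 12.5 µM, 0.25% DMSO | Times: 90 min incubation of compound, enzyme and substrate at room temperature | Control set: no-enzyme wells high, enzyme-with-substrate wells low | Read-out: % inhibition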
LMPTP block = LMPTP phosphatase inhibitors, primary screen, biochemical, fluorescence intensity, uHTS. Low molecular weight phosphotyrosine protein phosphatase (Homo sapiens), P24666. inhibition, % at 20 µM. 360,000 compounds, 0.22% hits. AID 651560, 2012. recombinant LMPTP-A, OMFP fluorogenic substrate;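 active = compounds that cut the enzyme signal by at least half of the control window in the single-dose screen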;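 also: plate controls were DMSO wells with enzyme plus substrate for no effect and substrate without enzyme for full effect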
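Test system: LMPTP-A phosphatase enzyme. Amount: LMPTP-A at 0.625 nM final in the reaction. Reagent: OMFP substrate, 400 µM final. Times: 50 min at room temperature. Signal: endpoint fluorescence intensity from OMFP dephosphorylation. Read-out basis: % inhibition. Benchmarks: no-enzyme and uninhibited controls.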
STEP inh = STEP phosphatase inhibitors, primary screen, biochemical, fluorescence intensity, uHTS. recombinant STEP, OMFP fluorogenic substrate. inhibition, % at 20 µM. 360,000 compounds, 0.25% hits. AID 588621, 2011;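 active = inhibition at 20 µM, scaled per plate between control wells, above about 37%, limit read from the data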;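 also: 0% = DMSO with enzyme and substrate and 100% = substrate only without enzyme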
Target sequence (P54829 whole entry, looked up): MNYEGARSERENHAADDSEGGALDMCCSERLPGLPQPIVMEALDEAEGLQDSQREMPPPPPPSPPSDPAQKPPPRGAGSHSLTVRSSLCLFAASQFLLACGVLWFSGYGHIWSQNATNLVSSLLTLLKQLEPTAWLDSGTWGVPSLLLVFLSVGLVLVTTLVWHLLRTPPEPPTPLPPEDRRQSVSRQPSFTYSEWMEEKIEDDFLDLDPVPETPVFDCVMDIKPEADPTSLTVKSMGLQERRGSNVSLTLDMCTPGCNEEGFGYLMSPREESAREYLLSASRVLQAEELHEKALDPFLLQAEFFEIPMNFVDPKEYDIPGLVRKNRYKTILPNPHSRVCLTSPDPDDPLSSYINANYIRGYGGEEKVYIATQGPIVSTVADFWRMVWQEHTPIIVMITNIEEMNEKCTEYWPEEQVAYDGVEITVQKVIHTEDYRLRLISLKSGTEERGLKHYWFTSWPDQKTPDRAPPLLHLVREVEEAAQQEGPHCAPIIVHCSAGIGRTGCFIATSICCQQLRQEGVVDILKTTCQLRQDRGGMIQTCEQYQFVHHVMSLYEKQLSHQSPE
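System: isolated STEP enzyme; schedule: 20 min enzyme reaction at room temperature, protected from light; medium: Bis-Tris buffer pH 6.0, 2.5 mM DTT, 0.005% Tween 20; signal: fluorescence, 480/540 nm; dosing: single compound dose of 20 µM, 1% DMSO final; also added: OMFP substrate, 25 µM final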
The depositor's hits bear a star; i = inactive; · = no result given.

SMILES | TbMetRS inhib | NadD inh | Rpn11 block | SUMO1-SIM PPI | DNMT1 block | MsrA inh | Scp1 inh | CSN deneddyl inh | LMPTP block | STEP inh
COc1ccccc1CC(=O)Nc1ccc(-c2noc(COc3cccc(C)c3C)n2)cc1 | -0.4 | -5 | i | 8 | -13 | 0.7 | -22 | -1 | 4.2 | -4
CC(C)(Cl)C1Cc2cc3ccc(=O)oc3cc2O1 (configuration not stated) | -1.0 | -1 | i | -4 | -1 | 1.2 | -9 | -1 | 0.3 | 1
CCOc1ccc(S(=O)(=O)NCC2CCCO2)c2ccccc12 (configuration not stated) | -1.5 | -2 | i | 5 | -7 | 1.1 | -10 | 0 | -0.3 | -1
COc1ccc(C(NC(=O)c2cccc(F)c2)c2ccccc2)cc1 (configuration not stated) | -0.1 | -5 | i | -1 | 3 | 0.1 | -5 | -15 | -1.4 | -3
OC[C@@H]1CN(Cc2ccc3c(c2)OCO3)C[C@H](n2cnc3c(N4CCCC4)ncnc32)O1 | 0.2 | 2 | i | -1 | 0 | 0.1 | · | 3 | 0.3 | 0
O=C(O)CC(NC(=O)Cc1ccccc1)c1ccccc1 (configuration not stated) | -0.5 | 3 | i | 0 | 3 | -0.2 | -12 | 2 | -0.4 | 1
CN(C(=O)COC(=O)c1ccc(S(=O)(=O)N2CCOCC2)cc1)c1ccccc1 | -0.3 | -2 | i | 1 | 2 | -1.1 | -10 | -3 | -0.8 | -2
CC(CC(=O)c1ccccc1)=NCC(O)CN=C(C)CC(=O)c1ccccc1 (configuration not stated) | -0.1 | -4 | i | 0 | -9 | 4.2 | · | 3 | 0.0 | 0
O=C(O)CSCC(=O)N1N=C2/C(=C/c3ccccc3)CCCC2C1c1ccccc1 (configuration not stated) | -1.1 | 6 | i | -3 | -2 | 1.3 | 0 | 0 | -0.4 | 2
O=C(CSc1nc2ccccc2c(=O)[nH]1)Nc1cccc([N+](=O)[O-])c1 | -0.4 | 6 | i | -9 | 2 | 0.1 | -4 | -6 | -0.7 | -1
COc1cc(/C=C(/C#N)C(=O)Nc2ccccc2)ccc1OCc1ccc(C(=O)O)cc1 | -0.2 | 9 | i | 8 | -2 | 1.5 | 82* | -3 | 17 | 27
CCOC(=O)N1CCN(S(=O)(=O)c2ccc(C(=O)N(CCN(C)C)c3nc4c(C)cccc4s3)cc2)CC1 | -0.2 | -3 | i | 1 | -4 | -0.2 | -7 | -3 | 0.6 | 0
O=C(COC(=O)C1(c2ccccc2)CC1)N1CCN(c2ccc(F)cc2)CC1 | -0.4 | -8 | i | -2 | 1 | 0.0 | -9 | 1 | 1.9 | 2
CCn1c(Cc2cccs2)nnc1SCC(=O)NC(C)(C)C | 0.3 | -7 | i | -3 | -2 | 0.1 | -6 | 3 | -1.3 | 0
CCN(CC)S(=O)(=O)c1ccc(OC)c(NC(=O)CSCc2c(C)noc2C)c1 | -0.2 | -7 | i | -1 | 1 | -0.6 | -7 | -2 | -0.2 | -2
CCOC(=O)c1ccc(-n2nc(C)cc2C)cc1 | -1.1 | -2 | i | -1 | -1 | 0.0 | 3 | -3 | -0.3 | -2
O=C(NCc1ccncc1)c1ccc(Oc2ccccc2)cc1 | 0.1 | 9 | i | 2 | -1 | -0.9 | -2 | 2 | -0.1 | -1
Cn1c(=O)c2[nH]c(Cc3cccc(O)c3)nc2n(C)c1=O | 0.0 | 3 | i | 2 | -1 | 0.1 | -7 | -5 | -0.7 | 0
CCOC(=O)C1=C(COC(=O)CCS(=O)(=O)c2ccc(C)cc2)NC(=O)NC1C (configuration not stated) | -0.7 | 0 | i | 3 | 4 | 2.1 | 16 | 1 | -0.3 | 1
CC(C)c1nc2cc(C(=O)N3CCNC(=O)C3c3ccc(F)cc3)ccc2o1 (configuration not stated) | 0.4 | 4 | i | 5 | -1 | 0.9 | -6 | 3 | -0.8 | -5
C#Cc1cccc(NC(=O)C2CCN(C(C)=O)CC2)c1 | -0.3 | -1 | i | -2 | 1 | 0.2 | 1 | -3 | -1.1 | -4
COc1cccc(C(=O)NC(=S)Nc2ccc([N+](=O)[O-])cc2C)c1 | 0.1 | -6 | i | -2 | -3 | 0.4 | -7 | -5 | 0.2 | 2
O=C(NCc1cccs1)C1CCN(c2nc3ccccc3o2)CC1 | -1.6 | -9 | i | 0 | -2 | -1.1 | -14 | -4 | 0.6 | 0
CC(NC(=O)COc1ccc(S(=O)(=O)N2CCOCC2)cc1)c1ccccc1 (configuration not stated) | -0.1 | 1 | i | 4 | 0 | 0.7 | -1 | -2 | -0.7 | -1
COC1CCN(C(=O)c2ccc3oc(Cc4ccc(Cl)cc4)nc3c2)CC1 | 0.0 | 1 | i | 6 | 2 | -0.6 | -9 | 5 | 0.9 | 1
O=C(OCC(=O)N1CCOCC1)c1ccccc1OCc1ccc(Cl)cc1 | -0.2 | -2 | i | -5 | 2 | -0.3 | -12 | 4 | -0.1 | 1
CC(OC(=O)Cc1coc2ccc3ccccc3c12)C(=O)Nc1ncc(Cl)cc1Cl (configuration not stated) | 0.5 | 17 | i | 6 | -6 | 0.5 | -6 | 9 | 0.2 | 1
CSCCC(=O)N1CCCC(N2CCN(c3cccc(C(F)(F)F)c3)CC2)C1 (configuration not stated) | -0.6 | 0 | i | 0 | 0 | -0.4 | -2 | -5 | -1.4 | 0
Cc1nc2ccccc2n1CC(=O)c1ccc(O)c(O)c1 | -0.4 | 6 | i | 5 | 14 | 2.3 | 10 | 9 | 34 | 1
CN1CCN(C(=O)c2ccc3c(c2)N(Cc2ccccc2F)C(=O)c2ccccc2S3=O)CC1 (configuration not stated) | -0.9 | 2 | i | 4 | -4 | -0.1 | -9 | 6 | 0.4 | 0

A different layout for some results above:
O=C(COC(=O)C1(c2ccccc2)CC1)N1CCN(c2ccc(F)cc2)CC1
  TbMetRS inhib: -0.4
  NadD inh: -8
  Rpn11 block: i
  SUMO1-SIM PPI: -2
  DNMT1 block: 1
  MsrA inh: 0.0
  Scp1 inh: -9
  CSN deneddyl inh: 1
  LMPTP block: 1.9
  STEP inh: 2
CCn1c(Cc2cccs2)nnc1SCC(=O)NC(C)(C)C
  TbMetRS inhib: 0.3
  NadD inh: -7
  Rpn11 block: i
  SUMO1-SIM PPI: -3
  DNMT1 block: -2
  MsrA inh: 0.1
  Scp1 inh: -6
  CSN deneddyl inh: 3
  LMPTP block: -1.3
  STEP inh: 0
CCN(CC)S(=O)(=O)c1ccc(OC)c(NC(=O)CSCc2c(C)noc2C)c1
  TbMetRS inhib: -0.2
  NadD inh: -7
  Rpn11 block: i
  SUMO1-SIM PPI: -1
  DNMT1 block: 1
  MsrA inh: -0.6
  Scp1 inh: -7
  CSN deneddyl inh: -2
  LMPTP block: -0.2
  STEP inh: -2

Next compounds follow:
SMILES | TbMetRS inhib | NadD inh | Rpn11 block | SUMO1-SIM PPI | DNMT1 block | MsrA inh | Scp1 inh | CSN deneddyl inh | LMPTP block | STEP inh
O=C(Nc1ccccc1)c1ccc(Br)c(S(=O)(=O)Nc2ccccn2)c1 | -0.4 | -2 | i | -2 | 1 | 0.4 | -7 | 2 | -1.2 | -1
COc1ccc(C)cc1NS(=O)(=O)c1ccc2c(c1)oc(=O)n2C | 0.3 | 4 | i | 3 | -1 | -0.9 | 1 | -2 | -1.0 | 1
Cc1ccc(NC(=O)c2cc(-c3cccs3)on2)cc1 | -1.0 | -3 | i | -1 | 7 | -0.6 | -4 | -3 | 0.2 | 2
CCn1c(SCC(=O)c2cccs2)nnc1-c1ccco1 | 0.7 | 0 | i | 2 | -1 | -0.8 | 0 | 1 | -0.5 | 1
O=C(O)/C=C/C(O)c1ccc(Cl)cc1 (configuration not stated) | -1.0 | 6 | i | 0 | 2 | -0.1 | 2 | 1 | 0.2 | 1
COCCCNC(=S)NC1CC2CCCC(C1)N2Cc1ccco1 (configuration not stated) | -0.3 | -6 | i | -6 | 2 | 0.0 | -3 | 4 | -1.1 | -2
COc1cccc(-n2nc(C(C)=O)c(C#N)c2-c2ccco2)c1 | -0.8 | -5 | i | 0 | 1 | -0.8 | -7 | 5 | 0.2 | 0
Cc1ccc(CNC(=O)C(=O)NCCC2CCCCN2S(=O)(=O)c2cccs2)cc1 (configuration not stated) | -0.5 | -10 | i | -1 | -4 | -0.2 | -2 | 1 | 2.1 | -2
O=C1CC[C@@]23CCCN2C(=O)CCCC3C1 (some centres not stated) | -1.7 | -2 | i | 6 | 2 | -1.1 | 12 | -4 | -1.5 | -2
Cc1cnc(NC(=O)CSc2ncn(-c3ccccc3)n2)s1 | -0.5 | -4 | i | 1 | -1 | -1.0 | -8 | 5 | 0.0 | -2
O=C(O)C1CCCCC1C(=O)OCCCCOC(=O)C1CCCCC1C(=O)O (configuration not stated) | 0.2 | 0 | i | 1 | 3 | -0.4 | -8 | -2 | 1.4 | -1
COC(=O)C1CC2=C(CC(C)(C)CC2=O)N(c2ccccc2)C1=O (configuration not stated) | -2.3 | -5 | i | -12 | 3 | 1.4 | 30 | 0 | -0.7 | 2
COc1cccc(NC(=O)CC(=O)c2ccc([N+](=O)[O-])cc2)c1 | -1.3 | -11 | i | -41 | -6 | 0.3 | -21 | 5 | 1.2 | 2
COc1ccccc1OCc1ccc(C(=O)N2N=C(C(F)F)CC2(O)C(F)F)o1 (configuration not stated) | -0.6 | -10 | i | 5 | -8 | 1.1 | -11 | 0 | -0.3 | 2
CC(C)(C)OCC1CO1 (configuration not stated) | -0.5 | 5 | i | 2 | -2 | 0.6 | -6 | 0 | 0.2 | 1
